Assay outcomes deposited in PubChem BioAssay by The Scripps Research Institute Molecular Screening Center.
LEDGF integ inh: blockers of LEDGF/p75-dependent integrase strand transfer – biochemical, TR-FRET, high throughput, primary screen | HIV-1 integrase (with human LEDGF/p75) | TR-FRET IN-LEDGF/p75 DNA integration, Eu/Cy5 | inhibition, % at 3.7 µM | 370,000 tested, 0.64% active;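 active = inhibition above the screen-wide mean plus 3 SD, cut at about 13% in these data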;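 note: signal is the Cy5 over europium emission ratio at 671 and 618 nm; 0% = plate median of compound wells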
Tn7 DDE FP: inhibitors of Tn7 peptide binding to fibrin DD(E), primary screen, biochemical, fluorescence polarization, human fibrin, Tn7 probe; Fibrinogen beta chain (Homo sapiens), P02675; FP displacement of FITC-Tn7 peptide from fibrin DD(E); 0% = median of compound wells per plate; inhibition, % at 8.3 µM; 370,000 tested, 0.13% active; AID 720508, 2013;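 active = inhibition above the mean of compounds falling within the control limits plus 3 SD of them, cut at about 14% in these data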;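 note: 0% = plate median of compound wells and 100% = 10 µM Aha-Tn7 peptide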
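system = human fibrin DD(E) protein | quantity = DD(E) 2 µM final | medium = Tris/NaCl/CaCl2 buffer, pH 7.8 | also added = labelled Tn7 tracer, 0.1 µM | compound dosing = single point at 8.3 µM | timing = compound with protein 10 min, then 3 h after probe, room temperature | signal = FP measurement | benchmarks = Aha-Tn7 high control | repeats = one replicate per compound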
TDP2 inh: human TDP2 enzyme inhibitors, primary screen, biochemical, epi absorbance, recombinant enzyme. T5PNP hydrolysis, p-nitrophenol absorbance 415 nm. 370,000 tested, 0.34% active. Tyrosyl-DNA phosphodiesterase 2 (Homo sapiens), O95551. AID 720702, 2013. inhibition, % at 12.8 µM;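 active = inhibition above the mean of all tested compounds plus 3 SD, set per campaign, cut at about 25% in these data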;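 note: 0% = DMSO with enzyme and 100% = buffer with substrate but no TDP2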
Target sequence (O95551 whole entry, looked up): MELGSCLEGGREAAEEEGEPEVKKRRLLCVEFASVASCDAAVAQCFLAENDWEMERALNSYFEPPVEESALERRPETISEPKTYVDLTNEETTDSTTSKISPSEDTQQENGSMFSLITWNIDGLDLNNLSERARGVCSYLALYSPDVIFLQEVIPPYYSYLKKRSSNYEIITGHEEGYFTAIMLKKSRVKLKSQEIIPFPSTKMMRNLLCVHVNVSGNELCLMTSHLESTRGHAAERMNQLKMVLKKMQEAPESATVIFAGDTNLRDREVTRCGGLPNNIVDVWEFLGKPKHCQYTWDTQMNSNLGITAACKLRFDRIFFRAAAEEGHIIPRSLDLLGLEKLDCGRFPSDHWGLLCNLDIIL
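test system = human TDP2 enzyme | input = TDP2 enzyme at 120 nM final | medium = 50 mM Tris-HCl pH 7.5 with Mg2+, KCl, DTT, BSA | also added = T5PNP substrate, 5 mM | times = 2 h at 37 °C | technique = epi absorbance | benchmarks = high control without enzyme, low control DMSO plus TDP2 | replication = each compound tested once, singlicate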
HTRA1 inh: HTRA1 serine protease inhibitors, primary screen, biochemical, fluorescence polarization, HTS; recombinant HTRA1, FP-rhodamine activity-based probe; 340,000 tested, 0.5% active; Q92743; inhibition, % at 5.96 µM; AID 504803, 2011; in the data active = inhibition above about 36%;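 note: 0% = enzyme with DMSO and 100% = wells lacking enzyme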
PG9 Ab binder: binders of HIV-1 gp120 antibody PG9, primary screen, biochemical, TR-FRET; 360,000 tested, 0.43% active; TR-FRET gp120-PG9 antibody binding; inhibition, % at 6.7 µM; HIV-1 gp120 / PG9 antibody interaction; in the data active = inhibition above about 8.5%
SIAE primary: human SIAE inhibitors, primary screen, biochemical, fluorescence polarization, FP-Rh probe, 1536-well HTS; Sialate O-acetylesterase (Homo sapiens), Q9HAT2; SIAE FP-Rh probe binding; inhibition, % at 9.66 µM; 370,000 tested, 0.69% active;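 active = inhibition above a cutoff: mean of compounds within the control limits plus 3 SD of those, cut at about 17% in these data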;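 note: 0% = plate median of compound wells and 100% = probe without SIAE protein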
Target sequence (Q9HAT2 whole entry, looked up): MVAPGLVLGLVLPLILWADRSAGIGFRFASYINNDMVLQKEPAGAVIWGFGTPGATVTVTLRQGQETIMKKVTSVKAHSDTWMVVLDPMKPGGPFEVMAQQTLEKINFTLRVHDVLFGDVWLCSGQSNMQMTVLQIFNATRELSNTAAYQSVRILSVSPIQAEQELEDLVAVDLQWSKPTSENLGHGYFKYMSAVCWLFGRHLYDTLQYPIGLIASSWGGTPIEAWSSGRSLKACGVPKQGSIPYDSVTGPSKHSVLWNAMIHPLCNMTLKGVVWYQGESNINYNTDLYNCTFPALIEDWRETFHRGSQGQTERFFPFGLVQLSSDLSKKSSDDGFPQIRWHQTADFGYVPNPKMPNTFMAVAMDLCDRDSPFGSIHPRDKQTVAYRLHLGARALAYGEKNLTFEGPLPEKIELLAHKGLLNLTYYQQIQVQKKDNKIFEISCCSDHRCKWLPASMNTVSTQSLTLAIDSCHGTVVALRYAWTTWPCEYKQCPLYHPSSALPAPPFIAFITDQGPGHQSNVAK
PRMT1 FP inh: PRMT1 methyltransferase inhibitors, primary screen, biochemical, fluorescence polarization | 370,000 tested, 1.3% active | inhibition, % at 2.79 µM | AID 652257, 2013 | recombinant PRMT1, activity-based probe fluorescence polarization;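 active = inhibition above about 21% made by adding two undisclosed values, limit read from the data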
UHRF1 MBD2 ctr: UHRF1 methylated DNA binding inhibitors, primary screen, counter-screen for MBD2 inhibitor project, biochemical, TR-FRET, human UHRF1, single concentration | 370,000 tested, 0.75% active | UHRF1 binding to methylated oligo | inhibition, % at 4.4 µM | E3 ubiquitin-protein ligase UHRF1 (Homo sapiens), Q96T88; in the data active = inhibition above about 21%;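 note: UHRF1 SRA domain binding a hemimethylated CpG hairpin DNA probe; 0% = median of test compound wells and 100% = reference inhibitor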
TCR CD3 inh: inhibitors of human TCR-CD3 interaction, primary screen, biochemical, fluorescence, TAMRA-labeled TCR probe | inhibition, % at 9.4 µM | AID 651800, 2012 | 360,000 tested, 0.37% active | T-cell receptor (TCR); in the data active = inhibition above about 19%;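 note: recombinant mutant TCR 2C K166C tagged with TAMRA read by polarization; 0% = receptor in buffer alone and 100% = receptor with positive control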
mABHD4 FP: ABHD4 inhibitors, primary screen, biochemical, fluorescence polarization, mouse; AID 720543, 2013; (Lyso)-N-acylphosphatidylethanolamine lipase (Mus musculus), Q8VD66; inhibition, % at 8.92 µM; purified mABHD4, FP-Rh probe fluorescence polarization; 370,000 tested, 0.54% active;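 active = inhibition exceeding the mean over every tested compound plus 3 SD, cut at about 30% in these data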;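 note: 0% = plate median of compound wells and 100% = S159A mutant with DMSO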
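Assay system: mABHD4 protein; medium: HEPES pH 7.0, NaCl, Pluronic buffer; dosing: 8.92 µM, single dose; schedule: 45 min + 60 min at 25 °C; signal: FP readout, ex 525 nm / em 598 nm; read-out: normalized percent inhibition of probe labeling; repeats: single replicate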
The depositor's hits bear a star; . = not tested or not shown; & = joins results of further samples.

Each structure is followed by: PG9 Ab binder | PRMT1 FP inh | mABHD4 FP | HTRA1 inh | SIAE primary | Tn7 DDE FP | UHRF1 MBD2 ctr | TDP2 inh | TCR CD3 inh | LEDGF integ inh
1) CC1(C)CC(=O)C2=C(C1)c1c(ccc3ccccc13)NC2c1ccc(Br)o1 (centres undefined)
 : -0.8 | 0 | 0 | -14 | 1 | 0 | 1 | 3 | 0 | 2
2) Cc1ccc(OCC(=O)NNC(=O)Cc2ccc(S(=O)(=O)N3CCOCC3)s2)cc1
 : 0.4 | -2 | 2 | 0 | -5 | -5 | 1 | -9 | -4 | -2
3) Cc1ccc(O)c(C(=O)CC(=O)c2cccc(F)c2)c1
 : 1.6 | 3 | -4 | -4 | -9 | -1 | -2 | -1 | -2 | 4
4) CCc1nc(SCC(=O)N2CCCc3ccccc32)c2oc3ccccc3c2n1
 : 0.5 | -2 | 0 | -8 | -13 | 2 | -3 | 11 | -5 | -1
5) CC1CCN(C(=O)c2ccccc2NC(=O)Nc2ccccc2)CC1
 : -0.8 | -3 | -1 | 6 | -1 | -3 | 2 | 7 | 6 | -3
6) CC(C)CCOc1ccc(C(=O)NCC(c2ccco2)N(C)C)cc1 (centres undefined)
 : 1.6 | 3 | -6 | -1 | 11 | 3 | 0 | 0 | -11 | 0
7) Nc1cccc2nsnc12
 : -2.5 | 7 | 2 | 5 | 7 | -3 | -5 | 60* | 10 | 6
8) CC1CCCN(CCCNC(=O)C2CC(=O)N(c3ccc(F)c(Cl)c3)C2)C1 (centres undefined)
 : -0.5 | 11 | -12 | 0 | -8 | 3 | 2 | -19 | -5 | -5
9) CC(=O)Nc1ccc(S(=O)(=O)NC(CC(=O)NCCC2=CCCCC2)C(C)C)cc1 (centres undefined)
 : -1.4 | -2 | -5 | -9 | -2 | 1 | 7 | -5 | -6 | 0
10) COc1ccc(S(=O)(=O)N2CCOCC2)cc1NC(=O)Cc1c(Cl)cccc1Cl
 : 0.5 | -2 | -2 | -2 | -8 | -1 | -2 | 3 | 3 | 0
11) CCC(C(=O)NCCCc1ccccc1)n1nc(C)c2c(C)n(-c3ccccc3)nc2c1=O (centres undefined)
 : -1.9 | 1 | -5 | -6 | 0 | -8 | -1 | 9 | 4 | 2
12) O=C(CCl)N(CCCNC(=O)C(F)(F)F)c1ccc([N+](=O)[O-])cc1
 : 1.2 | 9 | 5 | 2 | 0 | -1 | 0 | 23 | 2 | -1
13) COc1cccc(C(=O)COC(=O)C2CC(=O)N(c3ccc(Oc4ccccc4OC)cc3)C2)c1 (centres undefined)
 : -1.3 | 3 | 0 | -15 | -1 | 2 | 1 | 13 | -3 | 1
14) Cc1ccc(-c2nnc(NCCCO)c3ccccc23)cc1
 : -2.8 | -3 | -4 | 4 | 10 | -10 | 0 | 14 | -2 | 1
15) Cc1cc(C)n(-c2nc(C)nc(NCc3ccccc3)n2)n1
 : 0.4 | -1 | -2 | -3 | -2 | 1 | -2 | -3 | -13 | 7
16) COc1ccc(/C(C)=N/OC/C(O)=C(\C#N)c2nc3ccccc3[nH]2)cc1
 : -2.7 | -1 | -1 | -2 | 8 | 4 | -3 | -2 | -1 | 6
17) CC(C)=CCc1c(O)cc2c(=O)c3ccc(O)cc3oc2c1O
 : -1.5 | 2 | -63 | -57 | -40 | -1 | -1 | 3 | 0 | -2
18) CCCCOC(=O)Nc1nnc(CCOCC)s1
 : -0.7 | 2 | 1 | 0 | 2 | 3 | 2 | -5 | 0 | 1
19) O=C(CCC(=O)OCC(=O)c1ccc(C(F)(F)F)cc1)OCC(=O)c1ccc(C(F)(F)F)cc1
 : -1.7 | -2 | -3 | . | 3 | -4 | 1 | 17 | 10 | 0
20) Cn1c(=O)c2c(nc(SCC(=O)N3c4ccccc4CCc4ccccc43)n2C)n(C)c1=O
 : -0.9 | 6 | -1 | -4 | -3 | -5 | 4 | -2 | -9 | 2
21) CCn1c(=O)c(NC(=O)c2ccccc2)c2n(c1=S)CCCCC2
 : -0.7 | 1 | -3 | 0 | 2 | -7 | 2 | -8 | 5 | 4
22) COc1ccc(N2CCN(C(=O)c3cccc(NC4=NC5CS(=O)(=O)CC5S4)c3)CC2)cc1 (centres undefined)
 : -2.5 | 0 | -1 | 4 | -1 | 0 | 3 | -3 | 5 | -2
23) COc1cccc(OC)c1C(=O)Nc1cccc(-n2cnnn2)c1
 : -1.7 | 0 | 2 | 2 | 0 | 2 | -1 | 2 | 6 | 1
24) Cc1cc(NC(=O)c2ccco2)ncc1NC(=O)Cc1ccccc1
 : -3.2 | 3 | -3 | 6 | -3 | -4 | 0 | -13 | 9 | 1
25) N#Cc1c(NC(=O)CSc2ncn(-c3ccccc3)n2)sc2c1CCCC2
 : 1.7 | 5 | -4 | -1 | 4 | 2 | 1 | -1 | -7 | 2
26) CC(=O)OC(C(=O)N1CCOCC1)c1c(F)cccc1F (centres undefined)
 : -1.7 | 0 | -2 | 6 | 2 | -4 | -3 | -2 | 2 | -1
27) CC1CCCN(C(=O)C2CCN(S(=O)(=O)c3cccs3)CC2)C1 (centres undefined)
 : -2.3 | -3 | 0 | -5 | 7 | 0 | 0 | 3 | 1 | -3
28) COc1ccc(-c2sc3ccccc3c2-c2ccc(OCCN3CCCCC3)cc2)cc1
 : 0.6 | 3 | 11 | -19 | 4 | 3 | 2 | -5 | 2 | -3
29) O=C(NCCN1CCOCC1)c1cc(Cl)ccc1Cl
 : -0.7 | 2 | -1 | 4 | 3 | 0 | 3 | 4 | -6 | -6
30) CCOc1cc(-c2noc(CCC(=O)NCC3CCCO3)n2)ccc1OC (centres undefined)
 : -1.2 | 1 | -3 | -5 | 5 | 5 | 0 | 9 | 0 | -2
31) CC1(C)CC(=O)N(CC(=O)N2CCN(c3cccc(C(F)(F)F)c3)CC2)c2ccccc2S1(=O)=O
 : . | 3 | -1 | . | 13 | 9 | 0 | 5 | . | 1
32) COc1ccc(NC(=O)c2ccc(S(=O)(=O)N3CCOCC3)o2)cc1
 : -1.1 | 2 | 5 | -3 | -1 | 9 | 2 | -5 | 3 | -3
33) Cc1ccc(NCc2nnc(SCC(=O)c3ccccc3)o2)c(C)c1
 : 0.3 | -2 | 6 | -8 | 11 | 1 | -2 | 14 | -3 | 1
34) CN(C)CCNc1ncnc2c1cnn2-c1ccc(Cl)cc1
 : -1.5 | 6 | -8 | -4 | -5 | 1 | 2 | -12 | -13 | 4
35) C=CCn1c(=O)c2ccccc2n2c(SCC(=O)/C(C#N)=C(\C)N)nnc12
 : -1.2&0.2 | 1&-2 | 8&-3 | 4&4 | 4&4 | -2&1 | 0&3 | 8&0 | -4&-5 | -1&1
36) Cc1ccc(OCc2cc(C(=O)NC3CCCCC3)no2)cn1
 : -0.7 | -3 | 0 | 3 | 2 | -5 | -3 | 10 | 4 | 0
37) COCc1nc(-c2cc(OC)c(OC)c(OC)c2)no1
 : 0.4 | 3 | -2 | -5 | -5 | 2 | 6 | -1 | -6 | -2
38) N=c1n(CCc2ccccc2)c2ccccc2n1Cc1ccccc1F
 : 0.3 | 0 | 7 | 7 | 7 | 2 | 2 | -1 | -4 | -3
39) CCOC(=O)N1CCN(c2nnc(-c3ccc(C)cc3)c3ccccc23)CC1
 : -0.4 | 2 | 3 | -5 | -9 | 0 | -3 | 9 | 1 | -4
40) Cc1ccc(NC(=S)Nc2cccc3ccccc23)cc1
 : -4.0 | 8 | 7 | 4 | 6 | 1 | 0 | -5 | -9 | -5
41) COc1ccc(CCN=C(N)NS(=O)(=O)c2ccc(OC)c(OC)c2)cc1OC
 : -0.2 | 8 | -4 | 3 | -5 | -1 | 2 | -9 | 3 | -7
42) COc1ccc2[nH]c3c(=O)n(CCCCC(=O)NCCN4CCCC4)c(=S)[nH]c3c2c1
 : -2.7 | 1 | 12 | -1 | 5 | -7 | -7 | 0 | 2 | -2
43) CC1(C)CN(c2ccc(Br)cc2Br)C1=O
 : 0.1 | -2 | -7 | 0 | 4 | 0 | 0 | -4 | 8 | 6

Structural class: the entries above with fluorine (seven)
Each structure is followed by: PG9 Ab binder | PRMT1 FP inh | mABHD4 FP | HTRA1 inh | SIAE primary | Tn7 DDE FP | UHRF1 MBD2 ctr | TDP2 inh | TCR CD3 inh | LEDGF integ inh
3) Cc1ccc(O)c(C(=O)CC(=O)c2cccc(F)c2)c1
 : 1.6 | 3 | -4 | -4 | -9 | -1 | -2 | -1 | -2 | 4
8) CC1CCCN(CCCNC(=O)C2CC(=O)N(c3ccc(F)c(Cl)c3)C2)C1 (centres undefined)
 : -0.5 | 11 | -12 | 0 | -8 | 3 | 2 | -19 | -5 | -5
12) O=C(CCl)N(CCCNC(=O)C(F)(F)F)c1ccc([N+](=O)[O-])cc1
 : 1.2 | 9 | 5 | 2 | 0 | -1 | 0 | 23 | 2 | -1
19) O=C(CCC(=O)OCC(=O)c1ccc(C(F)(F)F)cc1)OCC(=O)c1ccc(C(F)(F)F)cc1
 : -1.7 | -2 | -3 | . | 3 | -4 | 1 | 17 | 10 | 0
26) CC(=O)OC(C(=O)N1CCOCC1)c1c(F)cccc1F (centres undefined)
 : -1.7 | 0 | -2 | 6 | 2 | -4 | -3 | -2 | 2 | -1
31) CC1(C)CC(=O)N(CC(=O)N2CCN(c3cccc(C(F)(F)F)c3)CC2)c2ccccc2S1(=O)=O
 : . | 3 | -1 | . | 13 | 9 | 0 | 5 | . | 1
38) N=c1n(CCc2ccccc2)c2ccccc2n1Cc1ccccc1F
 : 0.3 | 0 | 7 | 7 | 7 | 2 | 2 | -1 | -4 | -3

Rows were taken by chance; about 4.2% have a hit in one of these screens.
